uPA surface inh – inhibitors of cell surface uPA generation; AID 540303; Potency, µM (top dose mostly 38.3 µM), for the others: top-dose activity change, negative = inhibition, hits mostly inhibitors; cell surface uPA generation assay, qHTS; 330,000 compounds, 0.31% hits; active means well fitted inhibition curve with a large enough effect; inconclusive means small, poorly fitted or top-dose-only effect; inactive means no such curve, though single readings can be large or run the other way; tested in mouse RAW 264.7 cells; further: on the % scale 0 is the no-effect control and ±100 the full control effect; nearly all actives have a fitted effect of over 55% in size
MBNL1-CUG inh – blocks human MBNL1 binding to CUG repeat RNA; Q9NR56; AID 2675; TR-FRET MBNL1-His/biotin-(CUG)12 binding, 665/545 ratio; 280,000 compounds, 0.036% hits; Potency, µM (doses to about 57.5 µM), inactives show at the top dose activity change, negative = inhibition, actives largely listed as inhibitors; active means well fitted inhibition curve with a large enough effect in the signal ratio, with a control signal flat, not every such curve was filed as active; inconclusive means small, poorly fitted or top-dose-only effect, or effect the other way, or a change in a side signal; inactive means no such curve, though single readings can be large or run the other way; the % refers to the signal ratio; further: on the % scale 0 is the no-effect control and ±100 the full control effect
Target sequence (Q9NR56 whole entry, looked up): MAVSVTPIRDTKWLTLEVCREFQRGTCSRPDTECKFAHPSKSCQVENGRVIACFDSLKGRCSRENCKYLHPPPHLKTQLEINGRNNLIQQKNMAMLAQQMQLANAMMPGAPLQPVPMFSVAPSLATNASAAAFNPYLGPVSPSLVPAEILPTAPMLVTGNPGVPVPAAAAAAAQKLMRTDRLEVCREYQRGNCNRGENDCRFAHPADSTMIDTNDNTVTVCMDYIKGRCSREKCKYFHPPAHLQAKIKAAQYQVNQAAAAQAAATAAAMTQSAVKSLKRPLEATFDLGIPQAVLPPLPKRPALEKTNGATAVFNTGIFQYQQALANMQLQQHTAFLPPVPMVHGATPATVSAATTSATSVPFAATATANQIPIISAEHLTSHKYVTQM
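Ratiometric TR-FRET (665 over 545 nm, excitation 340 nm) tracks disruption of MBNL1-His/biotin-(CUG)12 complex after 60 min at room temperature, with compounds at 92 nM to 58 uM final.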
ELG1 genotoxic – genotoxicity induction in ELG1-luciferase HEK293T cells. Potency, µM (top dose mostly 46 µM), inactives show top-dose activity change, positive = activation, hits mostly activators. 330,000 compounds, 1.3% hits. AID 504466. HEK293T ELG1-luciferase reporter, luminescence, 16 h; further: % of control where 0% means no effect; nearly all actives have a fitted effect of over 60% in size
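Genotoxic stress is detected as increased luminescence from luciferase-tagged ELG1 in HEK293T cells, measured with ONE-Glo after a 16 hr treatment at 37 °C.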
RORg inh – blocks mouse ROR gamma transcriptional activity; 310,000 compounds, 5.4% hits; Potency, µM (top dose mostly 53.6 µM), for inactives: top-dose activity change, negative = inhibition, actives largely listed as inhibitors; P51450; Drosophila S2 Gal4-RORgamma UAS-luciferase reporter, 20 h; further: on the % scale 0 is the no-effect control and ±100 the full control effect; nearly all actives have a fitted effect of over 60% in size
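A Gal4/UAS one-hybrid system in insect cells: metallothionein-promoter Gal4–ROR gamma fusion plus Photinus luciferase reporter. Copper sulfate 700 uM final, 20 hr ambient incubation, luminescent detection after 10 min with reagent.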
BRCA1 expr act – activators of BRCA1 expression. MCF7-BRCA1-FFLuc reporter, luminescence, 48 h; response scale: scaled: vehicle 0%, 10 µM genistein 100%. Potency, µM (titrated, usually from 46.1 µM), without a hit: at the top dose activation, actives largely listed as activators. 380,000 compounds, 1.1% hits; further: nearly all actives have a fitted effect of over 80% in size; some results filed as inactive show a strong effect at the top dose
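First, MCF7-BRCA1-FFLuc cells (2000/well) attach for 2 h; next, compounds are pin-added and incubated 48 h at 37 °C; finally, luciferase reagent is added and luminescence read after 15 min.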
CXXC DNA block – MLL CXXC-DNA interaction inhibition; Q03164; MLL-CXXC / FITC-HOXA9 DNA fluorescence polarization; Potency, µM (doses to about 115 µM), for the others: top-dose activity change, negative = inhibition, actives largely listed as inhibitors; 290,000 compounds, 0.037% hits; active means well fitted inhibition curve with a large enough effect in the polarisation, with a control signal flat, not every such curve was filed as active; inconclusive means small, poorly fitted or top-dose-only effect, or effect the other way, or a change in a side signal; inactive means no such curve, though single readings can be large or run the other way; the % refers to the polarisation
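Fluorescence polarization: 7 uM MLL-CXXC (stock) preincubated 5 min with compounds, then 50 nM fluorescein-HOX-A9 DNA (stock) added; 30 min ambient. Buffer 50 mM Tris-HCl pH 7.5, 50 mM NaCl, 1 mM DTT, 0.05% BSA.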
FLuc counter – inhibits or activates purified firefly luciferase, miR-21 counter-screen. purified FLuc, Km substrates, luminescence inhibition. Potency, µM (doses to about 57.5 µM), for the others: top-dose activity change, negative = inhibition, usual class: inhibitors. 360,000 compounds, 6.9% hits. AID 588342;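 further: plate controls were vehicle for no effect and reference inhibitor for full effect; nearly all actives have a fitted effect of over 55% in size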
Target sequence (P08659 whole entry, looked up): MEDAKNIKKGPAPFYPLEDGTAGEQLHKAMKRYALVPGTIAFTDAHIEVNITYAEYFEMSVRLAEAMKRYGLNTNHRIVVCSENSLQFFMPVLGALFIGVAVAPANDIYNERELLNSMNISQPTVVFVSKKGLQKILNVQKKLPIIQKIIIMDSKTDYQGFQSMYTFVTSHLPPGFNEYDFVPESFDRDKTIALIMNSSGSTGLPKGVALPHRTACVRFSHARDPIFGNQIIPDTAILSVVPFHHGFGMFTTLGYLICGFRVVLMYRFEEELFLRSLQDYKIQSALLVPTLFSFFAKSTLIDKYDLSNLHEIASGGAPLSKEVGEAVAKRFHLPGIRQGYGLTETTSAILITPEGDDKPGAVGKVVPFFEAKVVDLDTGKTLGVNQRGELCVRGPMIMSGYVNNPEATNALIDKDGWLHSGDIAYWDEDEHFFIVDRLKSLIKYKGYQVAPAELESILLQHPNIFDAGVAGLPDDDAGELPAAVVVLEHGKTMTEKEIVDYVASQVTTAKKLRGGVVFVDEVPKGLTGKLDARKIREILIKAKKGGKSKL
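Purified P. pyralis luciferase (10nM final) with 10uM D-luciferin and 10uM ATP (Km levels) in 50mM Tris acetate pH 7.5, 10mM Mg acetate, 0.01% Tween-20, 0.05% BSA; qHTS 6-point titration, ~60 µM downward; luminescence read.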
p53 reactivator – restores transcriptional activity of mutant p53; H1299 p53-A138V BP100-luciferase reporter, luminescence, 24 h; Potency, µM (series often up to 92.2 µM), for the others: top-dose activity change, positive = activation, usual class: activators; 320,000 compounds, 0.063% hits; AID 504706; further: % of control where 0% means no effect; nearly all actives have a fitted effect of over 45% in size
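p53-null H1299 cells stably carrying temperature-sensitive p53-A138V and a BP100-luciferase reporter were pinned with compounds (4-point, 1:5 series) and held 24 hrs at 37 deg C. Luminescence was read 10 min after detection reagent.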
NPC1 prom act – activators of NPC1 promoter; Huh7 NPC1 promoter luciferase reporter, 24 h; Potency, µM (doses to about 9.22 µM), inactives show at the highest dose activation, hits mostly activators; 320,000 compounds, 2.4% hits;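 further: % of control where 0% means no effect; nearly all actives have a fitted effect of over 60% in size; reporter is driven by a mutant NPC1 promoter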
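NPC1 promoter–luciferase Huh7 cells; 24 h compound; luminescence.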
Gal4-VP16 FLuc – counter-screen for ROR gamma inhibitors: Gal4-VP16 reporter | Drosophila S2 Gal4-VP16 UAS-luciferase, luminescence, 20 h | Potency, µM (series often up to 53.6 µM), without a hit: at the highest dose activity, negative = inhibition, usual class: inhibitors | 310,000 compounds, 3.5% hits | AID 2546;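 further: Gal4-VP16 expression switched on by copper sulfate through the metallothionein promoter; on the % scale 0 is the no-effect control and ±100 the full control effect; nearly all actives have a fitted effect of over 50% in size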
Rab9 prom act – activates the Rab9 promoter. AID 485297. 320,000 compounds, 2.8% hits. Potency, µM (highest dose often 9.22 µM), for the others: top-dose activation, negative = inhibition, usual class: activators. Huh7 Rab9 promoter-luciferase reporter, luminescence, 24 h; further: % of control where 0% means no effect; nearly all actives have a fitted effect of over 60% in size
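Cells were plated at 1500 per well in reduced-serum medium with 10% FBS and left 2 h. Compound in DMSO was then added for 24 h at 37 °C. Reporter signal was read by luminescence after 10 min with luciferase detection reagent.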
Starred values were filed as active, the others as inactive; u = inconclusive; x = not tested or not shown; [ ] = remark or other dose. Unless noted, the call rests on the fitted dose curve; in most records, active means well fitted curve in the direction sought with a large enough effect; inconclusive means small, poorly fitted or top-dose-only effect, or another doubt; inactive means no such curve, though single readings can be large; an effect the other way counts as inactive or inconclusive. Potency means the concentration at half of the fitted maximal effect.

Each structure is followed by: CXXC DNA block, BRCA1 expr act, NPC1 prom act, p53 reactivator, RORg inh, uPA surface inh, MBNL1-CUG inh, Rab9 prom act, FLuc counter, Gal4-VP16 FLuc, ELG1 genotoxic
CCOC(=O)CCN(Cc1sccc1C)S(=O)(=O)c1ccc(F)cc1
  4%, 11%, 0%, -4%, 23%, -1%, -6%, -2%, 0%, 11%, -6%
CSc1nc(N2CCCC2)c2c(c1C#N)CC(C)(C)OC2
  14%, 1%, -28%, -5%, -5%, -4%, 36%[activator], 1%, 11%, -13%, 4%
Cc1c(C(=O)NCCSCc2ccc(F)cc2)cnn1-c1ccc(Cl)cc1
  -1%, -14%, 3%, -2%, 33%, 12%, x, -1%, -2%, -8%, -6%
COc1ccc2c(c1)c(CC(=O)Nc1ccc(C)cc1)c(C)n2C(=O)c1ccc(Cl)cc1
  23%, -27%, 1%, -2%, 9%, -10%, -4%, -4%, -1%, -7%, -5%
NC(=O)CC(NC(=O)c1ccccc1)c1ccc(N2CCCCCCC2)c([N+](=O)[O-])c1 (stereo not drawn)
  -7%, 2%, 1%, 2%, 14%, -9%, 17%, -8%, -2%, u, 0%
N#CCCn1cc(C(=O)Nc2ccc(C(=O)O)cc2)c(-c2cccc(Br)c2)n1
  -3%, 17%, -1%, 7%, -13%, 0%, 3%, -1%, -8%, 3%, 0%
O=C(Nc1cccc(C(F)(F)F)c1)C1CCCO1 (stereo not drawn)
  -5%, 0%, -3%, -3%, 4%, 2%, 4%, 0%, -3%, 1%, 1%
CCCn1c(=N)c(C(=O)NCC2CCCO2)cc2c(=O)n3cccc(C)c3nc21 (stereo not drawn)
  3%, 1%, -2%, -3%, -9%[10 µM], -9%, u, -9%, -1%, -2%, -1%
COc1cccc(NC(=O)CN(C)C(=O)c2cc3ccccc3cc2OC)c1
  x, -8%, -3%, -3%, x, -10%, x, -3%, 3%, x, 0%
COc1ccccc1/C=C/C(=O)N1CCOCC1
  -8%, 10%, 0%, 3%, 1%, 7%, 8%, 0%, 3%, 1%, 3%
O=C(O)C1=C[C@H](c2ccc(F)cc2)C[C@H](OCCCCO)O1
  6%, 3%, -25%, 2%, -4%, 2%, 7%, 0%, -3%, -8%, 2%
Cc1nn(C(=O)CCC(=O)NCc2ccc(OC(C)C)cc2)c2ccccc12
  -8%, 0%, 3%, -10%, 16%, -11%, 0%, -2%, 1%, -9%, -2%
COc1ccc(NC(=O)NC2(C(=O)N3CCCC3)CCCCC2)cc1
  10%, -21%, 6%, 2%, -20%, 1%, -1%, 2%, 0%, 3%, -3%
O=C(Nc1cccc(-c2nc3ccccc3o2)c1)c1cccnc1
  1%, 27%, -1%, -1%, 4%, 1%, x, -1%, u, -8%, -6%
Cc1ccc(C(=O)N2CCCC(C(=O)c3cc(F)ccc3F)C2)s1 (stereo not drawn)
  -1%, 7%, -2%, 1%, 44%, 11%, -14%, 1%, 2%, -2%, -2%
C/C(CC(=O)NCc1ccco1)=N\NC(=O)C(c1ccccc1)c1ccccc1
  5%, -19%, -5%, -2%, -21%, 4%, 11%, 2%, 1%, -12%, 0%
CCOc1ccc2nc(NC(=O)CN3CCN(c4ccccn4)CC3)sc2c1
  4%, 9%, x, x, -26%, 1%, -4%, x, u, 28%, x
COc1ccc(NC(=S)NCc2ccc3c(c2)OCO3)cc1
  1%, 26%, -2%, 3%, 13µM*, 3%, -11%, -1%, 4%, u, -14%
COc1cccc(/C=N/NC(=O)c2cc3c(OC)ccc(OC)c3[nH]2)c1O
  u, -83%[inhibitor], -49%[inhibitor], 4%, 1.6µM*, 6.3µM*, 3%, -33%[inhibitor], -10%, 2.8µM*, u
c1ccc(C2CNCc3c2ccc2ccccc32)cc1 (stereo not drawn)
  9%, -75%, -2%, 5%, 23%, -6%, 0%, -1%, -2%, -12%, -6%
O=C(NC(=S)Nc1ccccc1)C1CCCCC1
  1%, u, -10%, -8%, 2.8µM*, 3%, 10%, -7%, -3%, 4µM*, -3%
O=C(Nc1nnc(-c2ccc3c(c2)CCCC3)o1)C1CCCCC1
  -4%, 16%, 21%, 1%, u, -3%, 6%, u, 5%, -2%, 14%
CCOC(=O)C1=C(CC)Nc2ccccc2N=C1NC(=O)Nc1ccccc1OC
  16%, 0%, -3%, 3%, -40%, -1%, -3%, -6%, -1%, -4%, 6%
COc1ccc2cc(-c3cc(C(=O)OCC(=O)Nc4c(C)n(C)n(-c5ccccc5)c4=O)c4ccccc4n3)ccc2c1
  0%, 61%, u, x, 7.1µM*, -9%, x, u, 0.13µM*, u, 2%
Cc1ccc(-n2ncc3c(=O)[nH]c(SCC(=O)N4CCCc5ccccc54)nc32)cc1
  -19%, -26%, 0%, 18%, 44%, -3%, 1%, 1%, 2%, -22%, -5%
CSc1ccccc1NC(=O)CN(Cc1ccccc1)S(C)(=O)=O
  6%, 3%, 2%, -10%, -2%[0.365 µM], 3%, -7%, -1%, 4%, x, 4%
COc1cc(C(=O)NCc2cccc(Cl)c2)ccc1OCC(=O)N1CCOCC1
  x, 9%, 1%, -4%, x, 3%, x, -4%, -3%, x, -2%
COC(=O)c1sc(N)c(C(=O)OC)c1Cn1ncc(Cl)c(Cl)c1=O
  8%, -65%, -7%, -16%, u, -9%, 15%, -16%, 6%, 13µM*, -5%
CN(Cc1nc(-c2cnccn2)no1)Cc1cccc2ccccc12
  -4%, 10%, -3%, -2%, -16%, 15%, 4%, 5%, 0%, 4%, -4%
O=C(C1CC(c2ccccc2O)=NO1)N1CCc2ccccc2C1 (stereo not drawn)
  -13%, u, 24%, 7%, -1%, 0%, -1%, 5%, u, u, u
O=C(Nc1cccc(NC(=O)c2ccccc2[N+](=O)[O-])n1)c1ccccc1[N+](=O)[O-]
  0%, -49%, 0%, 1%, 12%, 4%, u, -2%, -7%, 1%, -3%
CCOC(=O)C1CCCN(c2oc(-c3ccc(F)cc3)nc2C#N)C1 (stereo not drawn)
  10%, -13%, -6%, -1%, 17%, 27%, 0%, 1%, -4%, 2%, 1%
Cc1ccc(C(=O)N/N=C2\CCc3ccccc32)c(C)c1
  4%, u, u, x, -17%, -6%, u, 2.2µM*, 4.8µM*, u, 2.3µM*
Cc1cc(C)n(CCNC(=O)CC2C(=O)NCCN2Cc2ccc(C)o2)n1 (stereo not drawn)
  0%, -17%, -7%, 1%, 3%, 0%, 1%, -4%, -1%, -3%, 2%
Cn1c(SCC(=O)NCc2ccc3c(c2)OCO3)nnc1-c1cc2ccccc2cc1O
  -11%, -2%[1.84 µM], -5%, -1%, 29%, 3%, 7%, 0%, 4%, -14%, -6%

Five compounds picked at random from the list so far:
Each structure is followed by: CXXC DNA block, BRCA1 expr act, NPC1 prom act, p53 reactivator, RORg inh, uPA surface inh, MBNL1-CUG inh, Rab9 prom act, FLuc counter, Gal4-VP16 FLuc, ELG1 genotoxic
Cc1cc(C)n(CCNC(=O)CC2C(=O)NCCN2Cc2ccc(C)o2)n1 (stereo not drawn)
  0%, -17%, -7%, 1%, 3%, 0%, 1%, -4%, -1%, -3%, 2%
O=C(Nc1cccc(NC(=O)c2ccccc2[N+](=O)[O-])n1)c1ccccc1[N+](=O)[O-]
  0%, -49%, 0%, 1%, 12%, 4%, u, -2%, -7%, 1%, -3%
CCOC(=O)C1CCCN(c2oc(-c3ccc(F)cc3)nc2C#N)C1 (stereo not drawn)
  10%, -13%, -6%, -1%, 17%, 27%, 0%, 1%, -4%, 2%, 1%
Cn1c(SCC(=O)NCc2ccc3c(c2)OCO3)nnc1-c1cc2ccccc2cc1O
  -11%, -2%[1.84 µM], -5%, -1%, 29%, 3%, 7%, 0%, 4%, -14%, -6%
Cc1ccc(C(=O)N/N=C2\CCc3ccccc32)c(C)c1
  4%, u, u, x, -17%, -6%, u, 2.2µM*, 4.8µM*, u, 2.3µM*

Molecules from the list above with two or more sulfur atoms:
Each structure is followed by: CXXC DNA block, BRCA1 expr act, NPC1 prom act, p53 reactivator, RORg inh, uPA surface inh, MBNL1-CUG inh, Rab9 prom act, FLuc counter, Gal4-VP16 FLuc, ELG1 genotoxic
CCOC(=O)CCN(Cc1sccc1C)S(=O)(=O)c1ccc(F)cc1
  4%, 11%, 0%, -4%, 23%, -1%, -6%, -2%, 0%, 11%, -6%
CSc1ccccc1NC(=O)CN(Cc1ccccc1)S(C)(=O)=O
  6%, 3%, 2%, -10%, -2%[0.365 µM], 3%, -7%, -1%, 4%, x, 4%

High-throughput results (PubChem)

An excerpt, so the mix of outcomes need not match the whole.
